STEP block: STEP (human) phosphatase inhibition; actives 0.25% (n = 360,000); inhibition, % at 20 µM; recombinant STEP, OMFP fluorogenic substrate, fluorescence; P54829;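 active means inhibition at 20 µM, scaled per plate between control wells, above about 37%, limit read from the data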;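 further: 0% = DMSO with enzyme and substrate and 100% = substrate only without enzyme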
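Assay system: isolated STEP enzyme. Buffer or medium: pH 6.0 Bis-Tris with DTT and Tween 20. Also added: fluorogenic phosphatase substrate OMFP at 25 µM final. Dosing: 20 µM, 1% DMSO. Timing: 20 min reaction, room temperature, in the dark. Measured by: fluorescence intensity, excitation 480 nm, emission 540 nm. Evaluation: normalized % inhibition.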
Tb MetRS inh: Trypanosoma brucei MetRS inhibition | purified T. brucei MetRS, ATP depletion, Kinase-Glo luminescence | actives 0.4% (n = 360,000) | inhibition, % at 11.9 µM;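 active means inhibition above a per-plate cutoff of the control wells' mean inhibition plus 3 SD, cut at about 5.5% in these data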;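 further: 0% = DMSO wells median and 100% = median of wells with control inhibitor compound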
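Material: T. brucei methionyl-tRNA synthetase, purified; reagent: substrates ATP, L-methionine and bulk Escherichia coli tRNA; dosing: 11.9 µM single point; timing: 15 min plus 2 h at 25 °C; detection: luminescence of leftover ATP; evaluation: % inhibition; control set: DMSO-only wells as low control; replicates: singlicate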
NadD inh: NadD (S. aureus) enzyme inhibition; actives 0.78% (n = 360,000); inhibition, % at 20 µM; AID 602399; purified NadD enzyme, colorimetric absorbance read-out; in the data active means inhibition above about 26%; further: some compounds past the cut are filed as inactive
Rpn11 inh: inhibitors of human proteasome Rpn11 | actives 0.59% (n = 360,000) | calls only at 20 µM | human 26S proteasome, Ub4-pepOG fluorescence polarization; 20S core pre-blocked with epoxomicin | O00487;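 active means inhibition at 20 µM, scaled to each plate's controls, above about 33%, limit read from the data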
Target sequence (O00487 whole entry, looked up): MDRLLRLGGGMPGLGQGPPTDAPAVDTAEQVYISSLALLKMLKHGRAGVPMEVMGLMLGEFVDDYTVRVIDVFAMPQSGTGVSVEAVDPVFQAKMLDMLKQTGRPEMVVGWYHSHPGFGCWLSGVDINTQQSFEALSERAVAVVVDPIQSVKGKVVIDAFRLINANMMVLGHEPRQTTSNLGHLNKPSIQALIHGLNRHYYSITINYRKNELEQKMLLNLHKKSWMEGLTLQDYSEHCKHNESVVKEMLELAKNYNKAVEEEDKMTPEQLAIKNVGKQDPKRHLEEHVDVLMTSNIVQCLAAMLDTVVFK
Scp1 inh: Scp-1 (human) phosphatase inhibition; inhibition, % at 20 µM; actives 0.88% (n = 340,000); Recombinant Scp1, phosphopeptide, malachite green phosphate absorbance; Q9GZU7;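 active means inhibition above about 50% at 20 µM, limit read from the data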;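 further: plate controls were DMSO wells with enzyme for no effect and wells lacking enzyme for full effect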
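Test system: SCP-1 phosphatase catalytic domain, residues 76-261; measured by: colorimetric phosphate reagent with accelerator and stabiliser, absorbance at 630 nm; timing: enzyme reaction 45 min at room temperature, colour 5 min, stabilisation 30 min; also added: Phosphorylated 17-residue peptide substrate; compound dosing: one concentration, 20 µM, with 1.0% DMSO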
SUMO1 PPI mod: modulators of human SUMO1-mediated protein-protein interactions | actives 0.33% (n = 360,000) | inhibition, % at 20 µM | SUMO1 binding to a labelled peptide, TR-FRET, 1 h | P63165; in the data active means inhibition above about 37%
PABP1 MLLE inh: inhibitors of microRNA-mediated deadenylation, human PABP1 MLLE binding; P11940; GST-MLLE / FITC-PAM2 fluorescence polarization; inhibition, % at 20 µM; actives 0.36% (n = 360,000); AID 588489; in the data active means inhibition above about 35%, passing the limit was not always enough;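 further: plate controls were DMSO wells with GST-MLLE for no effect and wells lacking GST-MLLE protein for full effect; some results filed as inactive read as strong as hits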
Target sequence (P11940 whole entry, looked up): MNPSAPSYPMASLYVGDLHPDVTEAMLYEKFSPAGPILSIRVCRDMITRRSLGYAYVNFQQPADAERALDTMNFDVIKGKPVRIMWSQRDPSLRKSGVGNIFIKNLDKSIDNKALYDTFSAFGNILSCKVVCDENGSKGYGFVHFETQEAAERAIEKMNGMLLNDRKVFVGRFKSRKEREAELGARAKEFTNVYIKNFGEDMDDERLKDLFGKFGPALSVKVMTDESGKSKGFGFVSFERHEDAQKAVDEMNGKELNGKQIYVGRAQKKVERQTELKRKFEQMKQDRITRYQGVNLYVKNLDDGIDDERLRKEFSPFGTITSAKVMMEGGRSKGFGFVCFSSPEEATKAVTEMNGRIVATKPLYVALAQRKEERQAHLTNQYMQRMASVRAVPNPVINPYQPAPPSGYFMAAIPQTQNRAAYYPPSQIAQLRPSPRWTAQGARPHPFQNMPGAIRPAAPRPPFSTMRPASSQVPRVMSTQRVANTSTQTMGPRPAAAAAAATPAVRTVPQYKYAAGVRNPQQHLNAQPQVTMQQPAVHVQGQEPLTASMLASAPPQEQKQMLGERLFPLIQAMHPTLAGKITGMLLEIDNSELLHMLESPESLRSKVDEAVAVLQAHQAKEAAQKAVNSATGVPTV
CSN deneddyl inh: inhibitors of human CSN-mediated cullin deneddylation; Purified CSN, SCF-Nedd8-OG deneddylation, fluorescence polarization; inhibition, % at 12.5 µM; Q92905; actives 0.38% (n = 360,000);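 active means pattern-corrected inhibition above about 35%, with an unprinted fluorescence ratio check between 0.5 and 1.5, limit read from the data, passing the limit was not always enough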;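 further: 0% = enzyme with substrate and 100% = substrate without enzyme; some results filed as inactive read as strong as hits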
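Assay system: purified human Csn5 enzyme expressed in HEK293T cells; Input: 0.24 nM Csn5 enzyme, final concentration; Reagent: 10 nM SCFSkp2-Nedd8OG; Compound dosing: 12.5 µM single point; Times: reaction 90 min, room temperature; Technique: fluorescence polarization readout.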
DNMT1 block: inhibitors of human DNMT1 | inhibition (reported as % activation of signal), % at 10 µM | AID 588458 | actives 0.83% (n = 360,000) | DNMT1 molecular beacon, Hinp1I cleavage, fluorescence; in the data active means inhibition above about 50%
LMPTP block: LMPTP (human) inhibition | P24666 | recombinant LMPTP-A, OMFP fluorogenic substrate, fluorescence intensity | inhibition, % at 20 µM | actives 0.22% (n = 360,000);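 active means compounds that cut the enzyme signal by at least half of the control window in the single-dose screen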;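 further: plate controls were DMSO wells with enzyme plus substrate for no effect and substrate without enzyme for full effect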
Target sequence (P24666 whole entry, looked up): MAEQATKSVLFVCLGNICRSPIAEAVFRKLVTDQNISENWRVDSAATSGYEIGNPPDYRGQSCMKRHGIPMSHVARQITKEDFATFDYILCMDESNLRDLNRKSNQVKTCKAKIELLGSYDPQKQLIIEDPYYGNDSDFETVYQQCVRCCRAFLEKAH
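test system = LMPTP-A | amount = 0.625 nM LMPTP-A final | reagent = fluorogenic phosphatase substrate OMFP at 400 µM final | incubation = 50 min at room temperature | benchmarks = no-enzyme low control, uninhibited high control | medium = Bis-Tris pH 6.0, DTT, detergent | signal = fluorescence intensity of OMFP turnover product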
The depositor's hits bear a star; i = inactive; x = no result given. Random draw from the library; any-hit rate near 3.6%.

SMILES	STEP block	Tb MetRS inh	NadD inh	Rpn11 inh	Scp1 inh	SUMO1 PPI mod	PABP1 MLLE inh	CSN deneddyl inh	DNMT1 block	LMPTP block
O=C(NCC(=O)N1CCN(c2ccccc2)CC1)c1cccs1	-2	1.0	4	i	-2	6	2	4	0	0.9
CC(C)CC1Nc2ccc(C(=O)NCc3ccc4c(c3)OCO4)cc2NC1=O (stereo not given)	0	-0.3	-2	i	-10	-5	-9	-2	-1	1.2
COc1ccc(C(=O)N/N=C/C(=O)c2ccccc2)cc1	0	-0.2	1	i	-8	-34	6	4	4	0.7
CC(=NNC(=O)c1ccncc1)c1cccc(Cl)c1	-2	0.2	-3	i	-5	-3	1	-4	0	-0.1
O=C(N=C1SC2CS(=O)(=O)CC2N1Cc1ccccc1Cl)C1CC1 (stereo not given)	0	0.0	-5	i	-6	-3	-17	-2	1	1.4
N#Cc1ccc(Nc2nc(-c3ccccc3)c(C(=O)c3ccccc3)s2)cc1	-6	-0.8	11	i	x	-1	9	5	-37	2.3
O=C(c1ccco1)N1CCN(C2CN(Cc3cn(Cc4ccccc4C(F)(F)F)nn3)S(=O)(=O)C2)CC1 (stereo not given)	1	-0.7	-6	i	x	4	-2	0	3	-1.6
Cc1ccc2cc(C=O)c(N(C)C)nc2c1	1	-1.0	-1	i	0	-8	22	-3	-5	0.3
NS(=O)(=O)c1ccc(NC(=O)CN2CCCC2)cc1	3	-1.0	-2	i	-1	2	-2	-5	2	-1.8
COc1cccc(NC(=O)C2(C)CCN2C(=O)CC2CCCC2)c1 (stereo not given)	0	-0.1	-5	i	x	2	0	-8	0	-1.8
CC(C)c1ccc(S(=O)(=O)NCc2ccc3c(c2)OCO3)cc1	4	-1.7	3	i	-7	5	6	-3	0	0.2
O=C(Nc1ccc(Oc2ccccc2)cc1)C1CCN(c2c3c(nc4ncnn24)CCC3)CC1	6	-0.7	14	i	6	-2	-2	-3	-5	3.1
N#CCCC(CCC#N)(CCC#N)c1cc[n+](CCc2ccccn2)cc1	3	-0.3	-4	i	-3	0	-4	-2	-1	-2.0
COc1cc(C(CC(=O)N2CCCC2)c2c(OC)cc(OC)c3ccc(=O)oc23)cc(OC)c1OC (stereo not given)	-1	-0.2	3	i	30	-10	43*	-7	23	-0.3
CC(C)(C)NC(=O)C1Cc2ccccc2CN1C(=O)Nc1ccccc1Cl (stereo not given)	5	-0.3	-5	i	-2	-2	1	2	-1	-0.1

Some of these compounds in order of their number in Tb MetRS inh, low to high:
Compound | Tb MetRS inh | NadD inh | Rpn11 inh | Scp1 inh | SUMO1 PPI mod | PABP1 MLLE inh | CSN deneddyl inh | DNMT1 block | LMPTP block
CC(C)c1ccc(S(=O)(=O)NCc2ccc3c(c2)OCO3)cc1 | -1.7 | 3 | i | -7 | 5 | 6 | -3 | 0 | 0.2
O=C(c1ccco1)N1CCN(C2CN(Cc3cn(Cc4ccccc4C(F)(F)F)nn3)S(=O)(=O)C2)CC1 (stereo not given) | -0.7 | -6 | i | x | 4 | -2 | 0 | 3 | -1.6
CC(C)CC1Nc2ccc(C(=O)NCc3ccc4c(c3)OCO4)cc2NC1=O (stereo not given) | -0.3 | -2 | i | -10 | -5 | -9 | -2 | -1 | 1.2
COc1cccc(NC(=O)C2(C)CCN2C(=O)CC2CCCC2)c1 (stereo not given) | -0.1 | -5 | i | x | 2 | 0 | -8 | 0 | -1.8
O=C(NCC(=O)N1CCN(c2ccccc2)CC1)c1cccs1 | 1.0 | 4 | i | -2 | 6 | 2 | 4 | 0 | 0.9

Following part.
SMILES	STEP block	Tb MetRS inh	NadD inh	Rpn11 inh	Scp1 inh	SUMO1 PPI mod	PABP1 MLLE inh	CSN deneddyl inh	DNMT1 block	LMPTP block
CCOc1ccc2cc(C3CC(c4ccco4)=NN3S(=O)(=O)c3ccccc3)c(Cl)nc2c1 (stereo not given)	5	0.6	9	i	-12	7	-9	3	-11	1.8
CC(C)C(=O)OCc1cn(-c2ccc(Cl)c(Cl)c2)nn1	-1	-0.1	-3	i	-10	1	5	-1	0	-1.6
C[C@H]1CN[C@H](CCO)/C1=C\c1ccccc1	2	-0.1	3	i	-8	5	-7	1	5	-0.8
CN(C)C(=O)c1cc(C(=O)c2ccccc2C(F)(F)F)c[nH]1	1	-1.2	-1	i	-6	0	-17	-11	1	-1.2
CCCCOc1ccc(CSc2n[nH]c(C)n2)cc1	0	-0.2	-10	i	-4	2	-66	-9	-4	-0.2
Cn1nnc(NC(=O)c2ccc(C(C)(C)C)cc2)n1	0	-0.2	4	i	-5	3	-5	5	-2	-0.5
CCCCNC(=O)c1ccccc1NC(=O)c1ccccc1N(C)S(C)(=O)=O	5	-1.1	0	i	5	-2	20	3	0	1.9
N#CCCN1CCN(S(=O)(=O)c2ccc3c(c2)CCC3)CC1	-2	-0.4	0	i	4	-3	0	-5	1	-1.6
O=C(NCc1ccc2c(c1)OCO2)c1ccc(Br)s1	0	0.6	-10	i	-5	-2	1	0	2	0.2
Nc1nonc1-n1nnc(C(=O)N/N=C/c2ccco2)c1CSc1ccccc1	0	-0.6	1	i	-2	-7	1	5	3	-0.1
O=C(c1ccc(Br)cc1)N(C1=NCCCCS1)c1ccccc1	4	-1.0	0	i	0	-2	-12	-4	-2	3.4
COc1ccc(C2C(C(=O)N3CCN(c4ccccn4)CC3)CCC(=O)N2c2ccc(OC)cc2)cc1 (stereo not given)	-2	-1.3	-1	i	-7	2	-3	-6	6	-1.4
CCN(CC(=O)NCc1ccc(Cl)cc1)C(=O)CSc1ccc(F)cc1	2	-0.3	-3	i	-7	-2	-19	5	2	-0.4
O=C(Nc1nnc(S(=O)(=O)N2CCCCC2)s1)c1ccc(Cl)cc1	2	0.3	8	i	-5	6	-26	-1	3	2.0
Cc1nn(-c2ccccc2)c(C)c1/C=N/NC(=O)CSc1nnc(-c2ccccc2)n1-c1ccc(Cl)cc1	2	-1.1	24	i	1	3	-58	-2	-10	3.8

Quoted from the listing:
`Nc1nonc1-n1nnc(C(=O)N/N=C/c2ccco2)c1CSc1ccccc1` in PABP1 MLLE inh shows 1
`CCOc1ccc2cc(C3CC(c4ccco4)=NN3S(=O)(=O)c3ccccc3)c(Cl)nc2c1` (stereo not given) in SUMO1 PPI mod shows 7

Other structures follow:
SMILES	STEP block	Tb MetRS inh	NadD inh	Rpn11 inh	Scp1 inh	SUMO1 PPI mod	PABP1 MLLE inh	CSN deneddyl inh	DNMT1 block	LMPTP block
CCn1c(SCCOc2ccc(Cl)cc2)nnc1-c1cccs1	-5	1.6	3	i	-2	17	-18	-4	-6	0.8
OC(c1ccccc1)(c1nc(-c2ccc(F)c(Cl)c2)cs1)C(F)(F)F (stereo not given)	-3	0.0	-8	i	x	3	-2	1	-11	2.9
Cc1cc(C)c(OCC(=O)NCC2CCCO2)c(C)c1 (stereo not given)	-2	0.4	0	i	-2	5	1	-1	4	-1.2
Cc1ccc(C(C(=O)NCc2ccco2)N(CCc2ccccc2)C(=O)Cn2nnc3ccccc32)o1 (stereo not given)	4	-0.4	-3	i	-7	-3	5	1	4	-1.5
O=C(/C=C/c1ccccc1)N/C(=C/c1ccccc1)C(=O)Nc1cccc(C(=O)O)c1	-1	-0.2	0	i	-9	-3	-5	0	0	0.1
CCC(C)NC(=O)COc1ccc(S(=O)(=O)N2CCOCC2)cc1 (stereo not given)	-1	-0.6	4	i	-9	3	0	7	-2	-1.4
Cc1cccc(N2CCN(C(c3cccs3)c3nnnn3C(C)(C)C)CC2)c1C (stereo not given)	0	-0.7	1	i	3	-5	-7	4	-2	2.9
O=C(CCc1ccc(O)cc1)c1c(O)cc(O)cc1O	-10	0.0	-6	i	-14	12	-2	0	-2	1.4
c1ccc(CNc2c3ccccc3nc3ccccc23)cc1	2	-0.3	-5	i	-11	-22	-7	-5	67*	61*
O=C1CCN(c2ccc([N+](=O)[O-])cc2F)CC1	-4	-0.7	-8	i	-5	-30	-9	-4	0	-1.2
COc1ccc(C2c3ccc(O)cc3Oc3ncn4nc(-c5ccccn5)nc4c32)cc1 (stereo not given)	-2	1.1	18	i	-1	0	-1	9	4	0.8
COc1ccc2c(c1)c(=O)oc1c(C)c(OCc3ccc(C(=O)O)cc3)ccc12	41*	-1.0	15	i	93*	45*	1	0	5	58*
CCC1CCC(C(=O)NC(C(=O)NCCCN2CCCCC2C)C(C)C)CC1 (stereo not given)	-5	-0.9	-9	i	-9	-1	-8	-8	2	-1.4
C[C@@H](c1ccccc1)N1C[C@@H](COCc2ccccc2)Oc2cc(N3CC[C@H](O)C3)ccc2S1(=O)=O	x	-0.2	-12	x	x	2	x	-2	x	2.4
COc1ccccc1-c1nnc(SCC(=O)c2c(N)n(C3CC3)c(=O)[nH]c2=O)o1	0	-0.3	-4	i	-14	-2	-33	-10	-2	-0.8
CC(=O)C1=C(c2ccccc2)OC(N)=C(C#N)C1c1ccc(O)cc1 (stereo not given)	-2	-0.6	-2	i	-4	-8	11	5	2	-0.3
COc1ccc(-c2cc(C(=O)NCc3cccnc3)no2)cc1OC	-4	-1.2	-8	i	-2	0	-6	-6	9	1.1

Arranged by number of heavy atoms (high to low): part of the list above
SMILES	STEP block	Tb MetRS inh	NadD inh	Rpn11 inh	Scp1 inh	SUMO1 PPI mod	PABP1 MLLE inh	CSN deneddyl inh	DNMT1 block	LMPTP block
C[C@@H](c1ccccc1)N1C[C@@H](COCc2ccccc2)Oc2cc(N3CC[C@H](O)C3)ccc2S1(=O)=O	x	-0.2	-12	x	x	2	x	-2	x	2.4
COc1ccc(C2c3ccc(O)cc3Oc3ncn4nc(-c5ccccn5)nc4c32)cc1 (stereo not given)	-2	1.1	18	i	-1	0	-1	9	4	0.8
O=C(/C=C/c1ccccc1)N/C(=C/c1ccccc1)C(=O)Nc1cccc(C(=O)O)c1	-1	-0.2	0	i	-9	-3	-5	0	0	0.1
COc1ccc2c(c1)c(=O)oc1c(C)c(OCc3ccc(C(=O)O)cc3)ccc12	41*	-1.0	15	i	93*	45*	1	0	5	58*
CC(=O)C1=C(c2ccccc2)OC(N)=C(C#N)C1c1ccc(O)cc1 (stereo not given)	-2	-0.6	-2	i	-4	-8	11	5	2	-0.3
CCn1c(SCCOc2ccc(Cl)cc2)nnc1-c1cccs1	-5	1.6	3	i	-2	17	-18	-4	-6	0.8
Cc1cc(C)c(OCC(=O)NCC2CCCO2)c(C)c1 (stereo not given)	-2	0.4	0	i	-2	5	1	-1	4	-1.2

Source: PubChem BioAssay
